ARFGAP1 inhibitor: inhibitors of rat ARFGAP1 GAP activity, primary screen, biochemical, fluorescence polarization, GDP tracer; Arfgap1-stimulated ARF1 GTP hydrolysis, GDP FP detection; inhibition, % at 16.5 µM; AID 651572, 2012; 360,000 tested, 0.26% active;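 active = inhibition above a per-plate limit, mean inhibition of low control wells plus 3 SD, cut at about 25% in these data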;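 note: 0% = DMSO wells with enzyme and 100% = wells lacking Arfgap1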
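Repeats: one replicate per compound; assay system: rat Arfgap1 catalytic domain, aa 1-136; times: enzyme reaction 120 min at 25 °C after 20 min preincubation; detection: FP of antibody-bound GDP Alexa 633 tracer, ex 620/em 688 nm; benchmarks: high control wells lacking Arfgap1, low control full reaction with DMSO; reagent: human ARF1(Δ1-17)-GTP substrate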
LEDGF integ inh: blockers of LEDGF/p75-dependent integrase strand transfer – biochemical, TR-FRET, high throughput, primary screen | HIV-1 integrase (with human LEDGF/p75) | TR-FRET IN-LEDGF/p75 DNA integration, Eu/Cy5 | inhibition, % at 3.7 µM | 370,000 tested, 0.64% active;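 active = inhibition above the screen-wide mean plus 3 SD, cut at about 13% in these data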;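 note: signal is the Cy5 over europium emission ratio at 671 and 618 nm; 0% = plate median of compound wells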
TDP2 inh: human TDP2 enzyme inhibitors, primary screen, biochemical, epi absorbance, recombinant enzyme; 370,000 tested, 0.34% active; Tyrosyl-DNA phosphodiesterase 2 (Homo sapiens), O95551; inhibition, % at 12.8 µM; T5PNP hydrolysis, p-nitrophenol absorbance 415 nm;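 active = inhibition above the mean of all tested compounds plus 3 SD, set per campaign, cut at about 25% in these data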;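 note: 0% = DMSO with enzyme and 100% = buffer with substrate but no TDP2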
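test system = human TDP2 enzyme | input = TDP2 enzyme at 120 nM final | medium = 50 mM Tris-HCl pH 7.5 with Mg2+, KCl, DTT, BSA | also added = T5PNP substrate, 5 mM | times = 2 h at 37 °C | technique = epi absorbance | benchmarks = high control without enzyme, low control DMSO plus TDP2 | replication = each compound tested once, singlicate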
ASAP1 GAP inh: inhibitors of human ASAP1 ArfGAP activity, primary screen, biochemical, fluorescence polarization; Arf-GAP with SH3 domain, ANK repeat and PH domain-containing protein 1 (Homo sapiens), …; ASAP1-stimulated ARF1 GTP hydrolysis, GDP FP detection; inhibition, % at 16.5 µM; 360,000 tested, 0.19% active; AID 624377, 2012; in the data active = inhibition above about 25%;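 note: 0% = vehicle with enzyme and substrate and 100% = no enzyme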
proKLK7 act: proKLK7 zymogen activators, primary screen, biochemical, fluorescence intensity; 370,000 tested, 0.9% active; activation, % at 7 µM; AID 652039, 2013; purified proKLK7, EDANS-DABCYL substrate fluorescence; 100% is mature enzyme control, 0% vehicle;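 active = activation above the mean of all tested compounds plus 3 SD, computed per campaign excluding outliers beyond control limits, cut at about 13% in these data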
PLC-gamma1 inh: PLC-gamma1 enzyme inhibitors, primary screen, biochemical, fluorescence, purified enzyme; 1-phosphatidylinositol 4,5-bisphosphate phosphodiesterase gamma-1 (Homo sapiens), P19174; inhibition, % at 12.2 µM; AID 720700, 2013; 370,000 tested, 0.84% active; fluorogenic substrate; in the data active = inhibition above about 9.5%
ADAM17 inh: ADAM17 inhibitors, primary screen, biochemical, QFRET; inhibition, % at 6.95 µM; recombinant ADAM17, EDANS/DABCYL FRET peptide cleavage; Disintegrin and metalloproteinase domain-containing protein 17 (Homo sapiens), P78536; 370,000 tested, 0.83% active;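 active = inhibition above the mean of compounds lying between control limits plus 3 SD, set per campaign, cut at about 8.5% in these data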;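 note: 0% = DMSO-only wells as the low control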
DDE Tn7 FP inh: inhibitors of Tn7 peptide binding to fibrin DD(E), primary screen, biochemical, fluorescence polarization, human fibrin, Tn7 probe; FP displacement of FITC-Tn7 peptide from fibrin DD(E); 0% = median of compound wells per plate; inhibition, % at 8.3 µM; 370,000 tested, 0.13% active; AID 720508, 2013;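 active = inhibition above the mean of compounds falling within the control limits plus 3 SD of them, cut at about 14% in these data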;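 note: 0% = plate median of compound wells and 100% = 10 µM Aha-Tn7 peptide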
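Assay system: human fibrin DD(E). Input: DD(E) 2 µM final. Medium: Tris buffer with calcium and detergent, pH 7.8. Compound dosing: single point at 8.3 µM. Timing: 10 min plus 3 h, room temperature. Technique: fluorescence polarization of the labelled Tn7 tracer. Read-out: percent inhibition. Replicates: singlicate testing.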
DDE Tn6 FP inh: inhibitors of Tn6 peptide binding to fibrin DD(E), primary screen, biochemical, fluorescence polarization, human fibrin, Tn6 probe | Fibrin DD(E) TRITC-Tn6 fluorescence polarization displacement | 370,000 tested, 0.21% active | inhibition, % at 8.3 µM;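 active = inhibition above a per-campaign cutoff: mean of compounds within control limits plus 3 SD, cut at about 15% in these data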;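 note: 0% = median of all compound wells on the plate and 100% = blocking peptide control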
ADAM10 inh: human ADAM10 inhibitors, primary screen, biochemical, QFRET, HTS; Disintegrin and metalloproteinase domain-containing protein 10 (Homo sapiens), O14672; recombinant ADAM10, EDANS/DABCYL FRET peptide cleavage, 3 h; inhibition, % at 7 µM; 370,000 tested, 0.62% active; AID 720582, 2013;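 active = inhibition above a per-campaign cutoff equal to the mean of compounds falling between control-based bounds plus 3 SD, cut at about 20% in these data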;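 note: 0% = DMSO wells while the 100% control is not disclosed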
Starred values were filed as active, the others as inactive.

nr	compound	PLC-gamma1 inh	DDE Tn7 FP inh	ADAM10 inh	ASAP1 GAP inh	LEDGF integ inh	DDE Tn6 FP inh	ADAM17 inh	ARFGAP1 inhibitor	TDP2 inh	proKLK7 act
1	COc1cccc2nc3cc(C)c(C)cc3nc12	-86	-10	-1	10	7	-7	-1	-3	17	0.8
2	Fc1ccc(CNC(=S)Nc2cccc(C(F)(F)F)c2)cc1	-2	0	0	-11	-1	3	5	12	-3	0.1
3	CCCCN(CCCC)CCNC(=O)c1ccc2nc(-c3ccccc3NC(C)=O)c(=O)[nH]c2c1	-2	-4	-18	7	-4	-1	-8	-4	-6	-0.5
4	COc1ccc2sc(-c3ccccc3OC)c(-c3ccc(SC)cc3)c2c1	-3	4	-6	-5	0	10	0	-9	7	-2.5
5	c1ccc(C(c2ccccc2)c2noc(CN3CCN(C4CCCC4)CC3)n2)cc1	0	0	1	-2	0	3	-4	4	1	-0.1
6	COC(=O)/C(C#N)=C/c1c(N2CCCCCC2)nc2ccccn2c1=O	-3	1	6	-6	1	0	-2	-7	-27	0.9
7	O=C(O)c1cc(-c2ccccc2)on1	-2	8	3	10	-1	4	-5	4	8	-0.1
8	Cc1cccc(Cc2c(C)[nH]c(=O)c(C#N)c2C)c1	0	-2	-2	0	1	-1	-1	0	-14	-0.6
9	COc1cc(NS(=O)(=O)c2cc(C(=O)NCCc3ccccn3)ccc2OC)cc(OC)c1	3	4	4	-4	1	-2	2	-14	6	-0.1
10	O=C(Nc1cccc(F)c1)NC1(C(=O)N2CCOCC2)CCCCC1	-1	4	0	-4	-3	-1	-4	5	17	0.7
11	O=C(C1=C(O)C(=O)N(Cc2ccco2)C1c1cccc([N+](=O)[O-])c1)c1ccco1 (configuration not stated)	4	-3	5	2	6	8	-2	0	0	-0.4
12	O=C(Cc1ccccc1Cl)Nc1ccc(S(=O)(=O)Nc2nccs2)cc1	1	-3	3	-4	3	-4	-4	5	6	0.0
13	C/C=N/N(c1ccccc1)c1ccccc1	3	-6	0	1	5	8	0	1	-15	0.1
14	COCCn1c(SCC(=O)NC2CCCC2)nnc1-c1ccco1	1	6	-5	0	-2	8	-3	8	-5	-0.9
15	C[C@@H]1CN([C@H](C)CO)C(=O)CCCn2nncc2CO[C@H]1CN(C)S(=O)(=O)c1cccc(F)c1	1	1	-14	-5	-1	0	-7	11	2	0.0
16	Cc1cc2c(s1)c1cnn(Cc3ccccc3F)c(=O)c1n2C	-2	4	1	-12	-1	-3	-1	12	10	-0.1
17	O=C(COc1ccccc1F)NNC(=O)Cc1ccc(S(=O)(=O)N2CCOCC2)s1	-1	1	2	0	-1	5	-2	-11	16	0.2
18	COc1ccc(NC(=O)c2sc3nc(C)nc(N4CCN(c5ccccn5)CC4)c3c2C)c(OC)c1	-1	1	-4	8	-1	5	3	-6	7	-26
19	CC(C)C(NC(=O)c1ccco1)C(=O)NCC(c1ccco1)N1CCCCC1 (configuration not stated)	-2	9	4	-1	-3	-10	-2	7	2	-0.1
20	CC(=O)OCCOc1nc(NC(C)C)nc(NC(C)C)n1	1	8	4	3	-1	-10	-3	1	5	0.3

Part of the list above, reduced to PLC-gamma1 inh and LEDGF integ inh:
No.	Structure	PLC-gamma1 inh	LEDGF integ inh
14	COCCn1c(SCC(=O)NC2CCCC2)nnc1-c1ccco1	1	-2
15	C[C@@H]1CN([C@H](C)CO)C(=O)CCCn2nncc2CO[C@H]1CN(C)S(=O)(=O)c1cccc(F)c1	1	-1
16	Cc1cc2c(s1)c1cnn(Cc3ccccc3F)c(=O)c1n2C	-2	-1

The main list resumes, starting 4 compounds before the break.
nr	compound	PLC-gamma1 inh	DDE Tn7 FP inh	ADAM10 inh	ASAP1 GAP inh	LEDGF integ inh	DDE Tn6 FP inh	ADAM17 inh	ARFGAP1 inhibitor	TDP2 inh	proKLK7 act
17	O=C(COc1ccccc1F)NNC(=O)Cc1ccc(S(=O)(=O)N2CCOCC2)s1	-1	1	2	0	-1	5	-2	-11	16	0.2
18	COc1ccc(NC(=O)c2sc3nc(C)nc(N4CCN(c5ccccn5)CC4)c3c2C)c(OC)c1	-1	1	-4	8	-1	5	3	-6	7	-26
19	CC(C)C(NC(=O)c1ccco1)C(=O)NCC(c1ccco1)N1CCCCC1 (configuration not stated)	-2	9	4	-1	-3	-10	-2	7	2	-0.1
20	CC(=O)OCCOc1nc(NC(C)C)nc(NC(C)C)n1	1	8	4	3	-1	-10	-3	1	5	0.3
21	CN1CCCN(C(=O)/C=C/c2ccc(Cl)cc2Cl)CC1	2	-3	1	3	3	-2	-2	-12	9	-0.1
22	CC(Oc1ccccc1Br)C(=O)N1CCc2ccccc21 (configuration not stated)	4	-3	6	6	1	-3	0	-3	2	0.0
23	CCOC(=O)[C@@H]1[C@H]2COc3ccc(Br)cc3[C@@H]2N2C(=O)N(c3cccc(Cl)c3)C(=O)[C@]12C	3	2	3	-5	-2	5	1	15	5	0.4
24	O=C(/C=C/c1ccccc1)Nc1cccc(C(=O)N2CCCCC2)c1	-1	-10	0	14	3	-2	1	5	-3	0.3
25	Cc1nn2c(=O)cc(COC(=O)c3c(F)cccc3Cl)nc2s1	-1	-5	-5	-6	-4	4	-6	5	-1	0.1
26	C=CCSc1nc(C)c2cc(C)cc(C)c2n1	-3	-1	-7	5	1	-14	-5	6	11	-0.2
27	COc1ccc(S(=O)(=O)Nc2cccc3c2O[C@H](CN(C)S(=O)(=O)c2cn(C)cn2)[C@@H](C)CN([C@H](C)CO)C3=O)cc1	0	3	-5	8	1	1	-2	8	-1	0.0
28	CNC(=S)N1N=C(c2ccc(OC)cc2)CC1c1ccc(N(C)C)cc1 (configuration not stated)	-1	2	11	4	0	-2	1	-5	4	-0.4
29	CCOC(=O)N/N=C\c1sccc1C	0	3	-1	10	-5	2	-3	-5	2	-0.1
30	Cc1ccc(S(=O)(=O)N2CCN(C(=O)COC(=O)/C=C/c3ccccc3[N+](=O)[O-])CC2)c(C)c1	0	4	5	-4	-3	-5	3	1	-4	0.2
31	COc1ccc(C(=O)NCCSC2CCCCC2)cc1	0	-1	-1	-7	0	6	-4	6	3	0.2
32	CC1CC(=O)N(C)c2ccc([N+](=O)[O-])cc2N1 (configuration not stated)	5	2	-11	-4	-1	-6	0	2	-7	0.0
33	COc1cccc(C(O)c2cnc(C(C)C)n2C)c1OC (configuration not stated)	1	0	-13	-4	2	5	-1	0	8	0.3
34	COC(=O)c1cc2n(n1)CCCNC2=O	0	0	3	-4	4	0	-2	11	13	-0.2
35	COc1cccc(N(C(=O)Cn2nnc(-c3ccc(Cl)cc3)n2)C(C(=O)NCC2CCCO2)c2ccc(C)cc2)c1 (configuration not stated)	3	-7	0	8	0	-8	2	3	3	-0.1
36	CC(CCN1C(Nc2ccccc2)=NC[C@@H]1C)c1ccccc1 (some centres not stated)	-2	-5	-3	6	6	2	-3	4	-1	-1.3
37	O=C(NNC(=O)c1ccccc1Cl)c1ccc2c(c1)OCCO2	6	7	-1	-9	1	-3	-2	-9	9	0.2
38	CC1(C)Cc2c(cnn2-c2cccc(F)c2)C(NC(=O)CCN2CCCC2=O)C1 (configuration not stated)	-3	8	-9	11	2	1	-6	4	2	-0.3
39	CCOc1ccc(Nc2nc(Cc3nnc(SCC(=O)c4ccc(C)c(C)c4)o3)cs2)cc1	1	-1	-3	1	1	0	0	-3	-6	0.3
40	Cc1ccn2c(=O)nc(SCC(=O)N3CCCCC3)nc2c1	-15	-1	-19	1	2	-1	1	13	-3	-0.1
41	CN(C)C(=O)c1ccc(NC(=O)c2cncc(Br)c2)cc1	4	-8	1	-8	1	-1	2	0	-8	0.1
42	COc1ccc(C(=O)NCC(=O)Nc2cccc(S(=O)(=O)N3CCCC3)c2)cc1	-2	2	6	-15	2	2	-3	12	-1	0.8
43	OCC1(O)OC[C@@H](O)[C@H]1O (some centres not stated)	6	12	-7	14	-4	-12	-7	13	5	-0.3
44	CC(=O)N/C(=C\c1ccccc1)C(=O)OCC(=O)c1c(N)n(CC(C)C)c(=O)n(C)c1=O	2	-4	0	-1	1	4	1	-1	3	0.5
45	COc1ccccc1CNC(=O)C(=O)Nc1nccs1	4	1	4	4	-7	-1	-4	-3	-1	-0.5
46	COc1ccc(C(CNC(=O)c2cccc(S(=O)(=O)Nc3ccccc3OC)c2)N2CCCC2)cc1 (configuration not stated)	-11	8	-15	5	-9	0	-7	2	8	-1.2

High-throughput results (PubChem)
